NadD block – inhibitors of S. aureus NadD, primary screen, biochemical, colorimetric, uHTS. purified NadD enzyme, colorimetric absorbance read-out. inhibition, % at 20 µM. 360,000 compounds, 0.78% hits; in the data active = inhibition above about 26%; also: some compounds past the cut are filed as inactive
MT1-MMP act inh – blockers of MT1-MMP proenzyme processing, primary screen, HT1080 RFP-PRO-GFP cells, GFP/RFP fluorescence. GFP/RFP ratio fluorescence, overnight; percent of plate control window, DMSO zero. GFP/RFP ratio change, % at 20 µM. Matrix metalloproteinase-14 (Homo sapiens), P50281. 360,000 compounds, 0.061% hits;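 active = GFP/RFP ratio change of at least 30% with cell ATP level not reduced by more than half and red fluorescence within 50% of control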; also: strong numbers were not always called active
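Assay system: HT1080 cells carrying an RFP-PRO-GFP reporter | Dosing: Single dose of 20 µM compound, 1% DMSO final | Incubation: Cells overnight before dosing, compound overnight, 37 °C, 5% CO2 | Evaluation: GFP/RFP fluorescence ratio | Control set: DMSO and RFP-L50D-GFP cell wells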
FAS TE block – FAS thioesterase domain inhibitors, primary screen, biochemical, fluorescence intensity, uHTS. inhibition, % at 15 µM. 360,000 compounds, 0.67% hits. recombinant FAS-TE, OMFH fluorogenic substrate, fluorescence endpoint. AID 602261, 2012. Fatty acid synthase (Homo sapiens), P49327;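 active = compounds whose normalised, plate-corrected inhibition of enzyme fluorescence in the single-dose primary screen is 50% or more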;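 also: 0% = DMSO with enzyme and 100% = substrate without enzyme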
Rpn11 inh – Rpn11 (PSMD14) deubiquitinase inhibitors, primary screen, biochemical, fluorescence polarization, uHTS | 26S proteasome non-ATPase regulatory subunit 14 (Homo sapiens), O00487 | human 26S proteasome, Ub4-pepOG fluorescence polarization; 20S core pre-blocked with epoxomicin | calls only at 20 µM | 360,000 compounds, 0.59% hits;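 active = inhibition at 20 µM, scaled to each plate's controls, above about 33%, limit read from the data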
Target sequence (O00487 whole entry, looked up): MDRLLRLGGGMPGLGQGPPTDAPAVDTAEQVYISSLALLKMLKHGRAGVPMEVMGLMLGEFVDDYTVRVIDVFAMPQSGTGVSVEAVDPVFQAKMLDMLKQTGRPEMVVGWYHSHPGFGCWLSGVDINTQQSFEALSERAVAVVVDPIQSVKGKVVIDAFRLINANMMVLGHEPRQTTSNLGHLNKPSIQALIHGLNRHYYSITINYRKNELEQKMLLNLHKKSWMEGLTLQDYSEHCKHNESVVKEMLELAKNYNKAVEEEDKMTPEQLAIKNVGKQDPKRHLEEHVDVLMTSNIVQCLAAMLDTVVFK
MLLE-PAM2 inh – inhibitors of PABP1 MLLE–PAM2 peptide binding, primary screen, biochemical, fluorescence polarization, FITC-PAM2, GST-MLLE; Polyadenylate-binding protein 1 (Homo sapiens), P11940; 360,000 compounds, 0.36% hits; AID 588489, 2011; inhibition, % at 20 µM; in the data active = inhibition above about 35%, passing the limit was not always enough;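 also: plate controls were DMSO wells with GST-MLLE for no effect and wells lacking GST-MLLE protein for full effect; some results filed as inactive read as strong as hits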
Neddylation inh – inhibitors of cullin neddylation, primary screen, biochemical, TR-FRET, uHTS, NAE and Ubc12; AID 651699, 2012; NEDD8-conjugating enzyme Ubc12 (Homo sapiens) + NEDD8-activating enzyme E1 regulatory …; calls only at 25 µM; 360,000 compounds, 0.58% hits; in the data active = inhibition above about 36%
Rin1 Abl inh – inhibitors of Rin1-Abl protein binding, primary screen, biochemical, TR-FRET. inhibition, % at 7.35 µM. 360,000 compounds, 0.4% hits. AID 588664, 2011; in the data active = inhibition above about 5%, passing the limit was not always enough
SKN-1 block – suppressors of acrylamide-induced Pgst-4::GFP reporter in worms, primary screen, SKN-1 inhibitor project, whole organism, uHTS, GFP/RFP fluorescence ratio, strain VP596; C. elegans VP596 Pgst-4::GFP/RFP ratio, 24 h; inhibition, % at 21.8 µM; 360,000 compounds, 0.49% hits;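 active = interference check ratio from 0.5 to 1.5 plus GFP to RFP signal ratio inhibition reaching or exceeding a fixed threshold, cut at about 30% in these data, passing the limit was not always enough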; also: some compounds called inactive have numbers as strong as hits
CSN deneddyl inh – inhibitors of CSN-mediated cullin deneddylation, primary screen, biochemical, fluorescence polarization, uHTS; COP9 signalosome complex subunit 5 (Homo sapiens), Q92905; Purified CSN, SCF-Nedd8-OG deneddylation; inhibition, % at 12.5 µM; 360,000 compounds, 0.38% hits; AID 651999, 2013;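 active = pattern-corrected inhibition above about 35%, with an unprinted fluorescence ratio check between 0.5 and 1.5, limit read from the data, passing the limit was not always enough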;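 also: 0% = enzyme with substrate and 100% = substrate without enzyme; some results filed as inactive read as strong as hits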
Target sequence (Q92905 whole entry, looked up, one chain of several): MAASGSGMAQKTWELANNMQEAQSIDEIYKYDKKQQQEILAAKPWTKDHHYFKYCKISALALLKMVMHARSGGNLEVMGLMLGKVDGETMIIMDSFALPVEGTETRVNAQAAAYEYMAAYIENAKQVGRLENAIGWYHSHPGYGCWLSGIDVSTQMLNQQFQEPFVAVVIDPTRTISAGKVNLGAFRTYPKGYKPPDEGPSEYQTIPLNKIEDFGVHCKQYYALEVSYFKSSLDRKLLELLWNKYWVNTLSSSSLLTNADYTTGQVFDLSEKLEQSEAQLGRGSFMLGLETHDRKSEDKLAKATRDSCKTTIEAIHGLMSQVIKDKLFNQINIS
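test system = HEK293T-derived human Csn5 enzyme | amount = 0.24 nM Csn5 enzyme, final concentration | medium = Tris/NaCl/DTT buffer, pH 7.5 | schedule = 90 min reaction at room temperature | signal = FP | evaluation = inhibition of Csn5 cleavage, % | compound dosing = single dose of 12.5 µM compound with 0.25% DMSO | probe or stimulus = 10 nM SCFSkp2-Nedd8OG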
* = called active by the depositor; i = inactive; · = no result given.

Codes – A = NadD block; B = MT1-MMP act inh; C = FAS TE block; D = Rpn11 inh; E = MLLE-PAM2 inh; F = Neddylation inh; G = Rin1 Abl inh; H = SKN-1 block; I = CSN deneddyl inh
CCOC(=O)C1=CN(Cc2ccco2)S(=O)(=O)NC1c1cccc(OC)c1 (stereo not drawn)
  A: -2	B: 0	C: -10	D: i	E: 3	F: i	G: 1	H: 13	I: 0

Cc1ccc(C(=O)OCc2nnc(-c3ccc(Br)cc3)o2)cc1
  A: 7	B: -3	C: 26	D: i	E: -10	F: i	G: 0	H: 5	I: 6

CC1CCc2sc(C(=O)N(C)CC(=O)Nc3cccc(F)c3)cc2C1 (stereo not drawn)
  A: -2	B: 0	C: 14	D: i	E: -30	F: i	G: 2	H: 0	I: 0

CCOC(=O)c1[nH]c(C)c(C(=O)NC2CCCCCC2)c1C
  A: 0	B: 7	C: -4	D: i	E: 5	F: i	G: -1	H: -10	I: -2

CC(C)(C)NC(=O)C1CCN(C(=O)c2ccc(Br)cc2)CC1
  A: -5	B: 12	C: -9	D: i	E: 6	F: i	G: 0	H: 8	I: -4

O=C(OCCCN=C1NS(=O)(=O)c2ccccc21)C1CC(=O)N(c2ccc(Cl)cc2)C1 (stereo not drawn)
  A: 3	B: 3	C: -7	D: i	E: -8	F: i	G: 0	H: -7	I: -1

Cn1ccnc1C(=O)c1ccc(N)cc1
  A: -2	B: -1	C: -8	D: i	E: 18	F: i	G: -1	H: -1	I: 0

COC(=O)c1ccc(NC(=O)Cn2nc(C(=O)Nc3ccc(C)cc3)ccc2=O)cc1
  A: 13	B: 4	C: -4	D: i	E: -9	F: i	G: -5	H: 1	I: -1

COc1cccc(C(C(=O)NC(C)(C)C)N(Cc2ccco2)C(=O)CCC(=O)Nc2cc(C)on2)c1OC (stereo not drawn)
  A: 6	B: -4	C: -5	D: i	E: -2	F: i	G: 2	H: -5	I: -11

COc1ccc2oc(C(=O)OCC(=O)Nc3ccc(NC(C)=O)cc3)c(C)c2c1
  A: 10	B: 2	C: 0	D: i	E: -23	F: i	G: 0	H: 0	I: 6

O=C(NCCc1c[nH]c2ccccc12)c1cccc(Br)c1
  A: -3	B: 1	C: 6	D: i	E: -3	F: i	G: 0	H: 1	I: 2

O=C(O)c1ccc2c(c1)C(=O)N(CCc1c[nH]c3ccccc13)C2=O
  A: -6	B: -6	C: -5	D: i	E: 6	F: i	G: 3	H: -2	I: -4

CCCS(=O)(=O)N1CCCC(C(=O)NC2CCCC(C)C2C)C1 (stereo not drawn)
  A: -3	B: 0	C: -5	D: i	E: 4	F: i	G: -2	H: 5	I: 1

CN(C)S(=O)(=O)c1ccc(N2CCCC2)c(C(=O)Nc2nc(-c3cc(F)ccc3F)cs2)c1
  A: 16	B: -8	C: 13	D: i	E: 2	F: i	G: -2	H: 15	I: 3

O=C(NC1CCCCC1)C(c1ccnc2ccccc12)N1CCc2ccccc2C1 (stereo not drawn)
  A: -3	B: -1	C: 1	D: i	E: 24	F: i	G: 7	H: -13	I: 0

Nc1cccc(P(=O)(c2ccccc2)c2ccccc2)c1
  A: -1	B: -1	C: 0	D: i	E: 5	F: i	G: 0	H: 4	I: 2

CC1=CCC2C(=O)N(c3ccc(Br)cc3C)C(=O)C2C1 (stereo not drawn)
  A: -5	B: 1	C: -3	D: i	E: 6	F: i	G: 5	H: -4	I: 2

CC(C)(C)OC(=O)N1CCC[C@H]1c1nnc(SCc2ccc(Cl)cc2)o1
  A: -7	B: 0	C: -5	D: i	E: 2	F: i	G: -1	H: -4	I: 2

O=S(=O)(NCCc1ccc2c(c1)OCCO2)c1cccs1
  A: 4	B: 0	C: -1	D: i	E: -24	F: i	G: 5	H: 2	I: 11

CC1COc2ccccc2N1S(=O)(=O)c1ccc(Cl)cc1 (stereo not drawn)
  A: -6	B: -3	C: 30	D: i	E: 1	F: i	G: 2	H: 8	I: 5

NC(=O)COc1ncnc2scc(-c3ccc(F)cc3)c12
  A: 2	B: -4	C: -6	D: i	E: 3	F: i	G: -2	H: 12	I: -4

C[N+]1(CN2C(=O)C3C4C=CC(C4)C3C2=O)CCCCC1 (stereo not drawn)
  A: 11	B: 0	C: -1	D: i	E: -103	F: i	G: 1	H: 8	I: 3

O=C(CN1C(=O)C2C3C=CC(C3)C2C1=O)NCCN1CCCc2ccccc21 (stereo not drawn)
  A: 0	B: 5	C: -6	D: i	E: 11	F: i	G: 1	H: 2	I: -1

Cc1nnc(SCc2ccc(CSc3nnc(C)c(=O)[nH]3)cc2)[nH]c1=O
  A: 1	B: -3	C: -4	D: i	E: -7	F: i	G: -1	H: 4	I: -4

CCOCCCNC(=O)C(NC(=O)Cc1cccs1)c1ccc(Cl)cc1 (stereo not drawn)
  A: -5	B: 0	C: 0	D: i	E: 0	F: i	G: -2	H: -2	I: 1

C=CCn1c(CCn2c3ccccc3c3ccccc32)n[nH]c1=S
  A: -2	B: 1	C: -11	D: i	E: -55	F: i	G: 2	H: 8	I: -9

Cc1ccc(NC(=O)CSc2ncn[nH]2)cc1
  A: 0	B: 4	C: -14	D: i	E: -37	F: i	G: 0	H: 0	I: -3

O=C(Nc1ccn(-c2ccccc2)n1)c1ccccc1Br
  A: -3	B: -2	C: -2	D: i	E: -11	F: i	G: 3	H: 22	I: -2

O=C1NC[C@@H](CCCCN2C[C@H](Cc3ccc(O)cc3)N(CCc3ccc(O)cc3)C(=O)C2=O)N(CCc2ccc(O)cc2)C1=O
  A: 9	B: 6	C: -8	D: ·	E: ·	F: i	G: ·	H: 1	I: 7

COc1ccc(CCNC(=O)C2CCN(S(=O)(=O)c3ccc4nc5c(c(C(=O)O)c4c3)CCCC5)CC2)cc1OC
  A: 2	B: -2	C: -9	D: i	E: 4	F: i	G: -3	H: 22	I: 3

Cc1ccc2c(c1)N(CC(=O)OC(CC(C)C)C(=O)NC1CCCC1)C(=O)CO2 (stereo not drawn)
  A: -13	B: -2	C: 4	D: i	E: -5	F: i	G: -3	H: -3	I: -4

C=CCn1c(=O)c(C(=O)NCc2ccc3c(c2)OCO3)c(O)c2ccccc21
  A: -10	B: 6	C: 9	D: i	E: 16	F: i	G: 1	H: -1	I: -1

Cc1ccc(N2CC(C(=O)N3CCC(C(=O)Nc4nnc(C(C)(C)C)s4)CC3)CC2=O)cc1 (stereo not drawn)
  A: -4	B: -2	C: -4	D: i	E: 7	F: i	G: 3	H: -20	I: -3

c1ccc(-c2nc3nonc3c3nc4ccccc4n23)cc1
  A: 1	B: 2	C: -6	D: i	E: -6	F: i	G: -3	H: 9	I: 4

COc1cc2ccccc2cc1C(=O)OCC(=O)NC1CCS(=O)(=O)C1 (stereo not drawn)
  A: 2	B: 1	C: -6	D: i	E: 4	F: ·	G: 0	H: -8	I: -9

COc1ccc(N2CCN(C(=O)c3ccccc3NS(=O)(=O)c3ccccc3)CC2)cc1
  A: -9	B: -5	C: 1	D: i	E: -5	F: i	G: 1	H: 2	I: 0

CCN(CC)CCOc1ccc(-c2c(C)c3c(ccc4ccccc43)oc2=O)cc1
  A: -3	B: 0	C: -11	D: i	E: -6	F: i	G: -2	H: -2	I: 1

NC(=O)NC1(C(=O)O)CCCC1
  A: 5	B: 5	C: -3	D: i	E: 1	F: i	G: 4	H: 0	I: 1

O=c1oc2ccccc2cc1-c1nc(-c2ccccc2)no1
  A: -3	B: 0	C: -1	D: i	E: -2	F: i	G: -1	H: 15	I: -3

CC(=O)N/C(=C\c1ccccc1)C(=O)OCC(=O)NC1CCS(=O)(=O)C1 (stereo not drawn)
  A: 0	B: 2	C: -6	D: i	E: 17	F: i	G: -3	H: -2	I: -4

CCOc1ccc(NC(=O)CSc2nncc(=O)[nH]2)cc1
  A: 3	B: 4	C: -6	D: i	E: 8	F: i	G: 3	H: -4	I: -3

CC(C)(C)NC(=O)c1cccc(NC(=O)CSc2ccccc2)c1
  A: -7	B: 3	C: -7	D: i	E: 3	F: i	G: 1	H: 20	I: -2

CN1CCN(c2sc(S(C)(=O)=O)nc2S(=O)(=O)c2ccc(Cl)cc2)CC1
  A: -8	B: -4	C: -6	D: i	E: 2	F: i	G: -4	H: 17	I: 2

O=C1CCCN1CCCN1CC(C(=O)N(CCO)Cc2ccccc2)CCC1=O (stereo not drawn)
  A: -2	B: -1	C: -4	D: i	E: -8	F: i	G: 4	H: 4	I: -1

N/C(=N\OC(=O)c1ccco1)c1cccc([N+](=O)[O-])c1
  A: -1	B: 1	C: -4	D: i	E: 10	F: i	G: 1	H: 7	I: 0

CC(C)(C)NC(=O)/C(=C\c1ccco1)NC(=O)c1cccs1
  A: -4	B: -5	C: -8	D: i	E: 20	F: i	G: 4	H: 12	I: -1

COc1ccccc1NC(=O)CSc1n[nH]c(-c2ccccn2)n1
  A: -2	B: 1	C: -6	D: i	E: -5	F: i	G: -1	H: -7	I: 3

Cc1cccc(C(=O)NNC(=O)c2cc3cc4ccccc4nc3s2)c1
  A: 7	B: 8	C: 0	D: i	E: -8	F: i	G: 1	H: 0	I: 7

COc1cc(C(=O)N/N=C(\C)Cc2ccccc2)cc(OC)c1OC
  A: -4	B: -1	C: -7	D: i	E: -2	F: i	G: 1	H: -3	I: 2

Fc1ccccc1NC(=S)N1CCC(c2ccccc2)C1 (stereo not drawn)
  A: 2	B: 3	C: 0	D: i	E: -110	F: i	G: 1	H: 16	I: 1

High-throughput results (PubChem BioAssay)
